# RAD54 inh: RAD54 (human) branch migration inhibition | 360,000 tested, 0.14% active | RAD54 Holliday junction branch migration, FAM/BHQ fluorescence | Q92698 | inhibition, % at 10.4 µM | AID 602329;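 active = mean normalized replicate activity at least 40 and at least half of replicates scoring 40 or more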;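 also: 0% = median of neutral control wells and 100% = median of positive control wells; inhibitors cause a drop in the FAM fluorescence signal; in these data hits start at about 50%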
# Target sequence (Q92698 whole entry, looked up): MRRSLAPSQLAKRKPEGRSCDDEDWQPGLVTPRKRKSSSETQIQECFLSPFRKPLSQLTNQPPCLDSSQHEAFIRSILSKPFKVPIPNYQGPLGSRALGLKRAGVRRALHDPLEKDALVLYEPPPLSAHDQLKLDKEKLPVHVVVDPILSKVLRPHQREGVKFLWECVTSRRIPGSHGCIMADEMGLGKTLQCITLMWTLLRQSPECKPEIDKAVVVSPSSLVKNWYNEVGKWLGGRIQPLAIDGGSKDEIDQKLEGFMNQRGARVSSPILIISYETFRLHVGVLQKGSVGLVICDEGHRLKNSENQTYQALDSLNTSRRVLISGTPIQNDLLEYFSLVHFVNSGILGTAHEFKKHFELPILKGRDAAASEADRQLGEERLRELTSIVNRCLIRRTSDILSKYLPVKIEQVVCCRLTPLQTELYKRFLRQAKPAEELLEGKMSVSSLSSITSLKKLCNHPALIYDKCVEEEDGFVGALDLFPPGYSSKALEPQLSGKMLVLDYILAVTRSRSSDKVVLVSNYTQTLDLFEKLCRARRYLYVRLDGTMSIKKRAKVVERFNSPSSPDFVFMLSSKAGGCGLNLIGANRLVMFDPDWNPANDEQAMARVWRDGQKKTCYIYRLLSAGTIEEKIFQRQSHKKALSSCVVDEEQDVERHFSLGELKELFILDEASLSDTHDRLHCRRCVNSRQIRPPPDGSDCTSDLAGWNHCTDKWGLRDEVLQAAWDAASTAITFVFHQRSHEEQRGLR
# EWS-Fli block: inhibitors of EWS/Fli oncoprotein transcriptional activity; inhibition, % at 12.6 µM; 350,000 tested, 0.67% active; A673 NR0B1-luciferase reporter, viability-normalised; AID 651661;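 active = mean inhibition of at least 50% after viability correction, with every replicate also passing that limit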;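 also: firefly luciferase signal divided by Alamar Blue viability fluorescence both relative to DMSO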
# esBAF inh: SWI/SNF esBAF complex inhibition; mouse ES cells, Bmi1-luciferase knock-in reporter, 24 h; 100% = twice the neutral-well signal; reporter increase, % at 12.5 µM; 350,000 tested, 2% active; AID 602393; in the data active = activation above about 40%;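 also: 0% = median of the plate's neutral control wells and 100% = double that signal; a rise in the Bmi1 reporter signal indicates esBAF inhibition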
# E-sel inducer: E-selectin induction on HUVECs; P16581; HUVEC E-selectin immunofluorescence imaging; normalized: neutral wells 0, TNF-alpha wells 100; activation, % at 7.58 µM; 260,000 tested, 0.37% active;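 active = mean E-selectin-positive cell signal at least 10% of the positive control, reached in at least 60% of replicates, without over 20% cell loss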;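 also: in these data hits start at about 27%; measured in HUVEC primary endothelial cells; signal is the percent of cells scored E-selectin positive by PE staining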
#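 System: HUVEC, human umbilical vein endothelial cells; quantity: 3,000 cells/well; buffer or medium: EGM-2 medium, gelatin-coated wells; dosing: single-point compound dose; detection: immunofluorescence imaging; evaluation: % PE-positive cells; benchmarks: TNF-alpha, DMSO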
# FN deposition inh: fibronectin deposition inhibition; AH1F fibroblasts, Alexa488-fibronectin deposition fluorescence, overnight; inhibition, % at 12.6 µM; 350,000 tested, 0.086% active; AID 743247;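 active = mean inhibition across replicates of 30% or more, regardless of how many single replicates reach that level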;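 also: positive control wells lacked labelled fibronectin entirely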
#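 Assay system: AH1F fibroblast monolayer, labelled fibronectin deposition. Amount: 10000 cells per well. Also added: labelled fibronectin 24 nM. Compound: single-point pinned compound. Incubation: cell attachment 1 h, compound and FN exposure overnight. Detection: fluorescence after three HBSS washes, excitation 485 nm, emission 525 nm. Read-out: inhibition of fibronectin deposition signal.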
# RAD52 anneal inh: blocks human RAD52 DNA annealing; recombinant RAD52 DNA annealing, FRET fluorescence; inhibition, % at 18.7 µM; 360,000 tested, 0.46% active;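 active = every replicate showing at least 50% inhibition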
# S100A4 inh HTS: S100A4-myosin IIA interaction inhibition | P26447 | AID 652163 | S100A4/TAMRA-MyoIIA peptide fluorescence polarization | inhibition, % at 10.7 µM | 360,000 tested, 0.14% active;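 active = mean inhibition of at least 70% across replicates, with every replicate also reaching that level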
# Target sequence (P26447 whole entry, looked up): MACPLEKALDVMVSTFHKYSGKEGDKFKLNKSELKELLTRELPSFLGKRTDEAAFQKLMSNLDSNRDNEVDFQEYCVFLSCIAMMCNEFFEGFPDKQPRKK
#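 Material: S100A4 monomer protein / Buffer or medium: 50 mM HEPES pH 7.2, 10 mM CaCl2, 100 mM KCl / Times: 5 min incubation before reading / Benchmarks: neutral control DMSO, positive control TFP / Reagent: labelled myosin peptide probe, 5 nM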
# Xi reactivation: X-chromosome reactivation activator; activation, % at 7.58 µM; AID 743238; 360,000 tested, 0.055% active; XiGFP mouse fibroblasts, % GFP-positive cells imaging, 3 d; cells co-treated with 5-aza-dC sensitizer; scaled so ellipticine positive control = 100%;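 active = mean normalized replicate activation at least 10% and every replicate at or above 10%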;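 also: 0% = median of on-plate neutral control wells and 100% = ellipticine 6 µM median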
#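 material = 68-5-11 XiGFP fibroblast line | medium = DMEM plus 5-aza-dC sensitizer | schedule = 3 days compound exposure | benchmarks = positive control ellipticine, 6 µM final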
# * marks the source's active call; other numbers are inactive results; nt = no result given; & = joins results of further samples.
Molecule	RAD54 inh	EWS-Fli block	esBAF inh	E-sel inducer	FN deposition inh	RAD52 anneal inh	S100A4 inh HTS	Xi reactivation
Cc1ccc(S(=O)(=O)N(C)C[C@@H]2OCCCC[C@@H](C)Oc3ccc(NC(=O)Nc4ccc(C(F)(F)F)cc4)cc3C(=O)N([C@@H](C)CO)C[C@H]2C)cc1	5.0	8.7	2.7	nt	-11.3	-24.1	-21.6	0.3
Cc1cc(C)nc(SCc2cn3c(C)cccc3n2)n1	-9.3	-3.2	nt	0.3	-1.8	-6.5	2.3	0.1
C[C@H]1CN([C@@H](C)CO)S(=O)(=O)c2ccc(Br)cc2O[C@@H]1CN(C)Cc1ccccc1	3.9&-3.6&-23.2	-3.1&3.1&-6.3	2.0&-1.1&-3.8	0.0&-0.2	2.5	-5.8&6.6&12.2	1.4&12.3&-7.4	-0.3&-0.1
O=C(NCC1CCCO1)c1cc2nc(-c3ccco3)cc(C(F)(F)Cl)n2n1 (stereo not given)	1.9	6.7	-1.1	nt	-16.7	-35.9	-1.8	0.0
CCOc1cc(S(=O)(=O)n2ccc(C)n2)ccc1Br	-2.8	8.6	-2.0	nt	-6.7	-1.0	1.3	0.2
CCNC(=O)[C@@H]1[C@@H](CO)[C@@H]2Cn3c(ccc(-c4ccccc4F)c3=O)[C@@H]2N1CC	1.1	-0.9	-5.1	-0.6	nt	-9.6	9.2	0.1
CSCCC(NC(=O)c1ccco1)C(=O)Nc1ccc(C)cn1 (stereo not given)	0.3	-39.6	29.1	-0.2	nt	-5.8	4.0	-0.1
Cc1cccc(Cn2nc(C(C)(C)C)cc2C(=O)Nc2ccc(F)cc2)c1	-7.0	-47.8	nt	nt	-5.8	-11.1	1.0	0.1
CCn1c(=O)c([N+](=O)[O-])c(NCC2CCCO2)c2ccccc21 (stereo not given)	-0.5	1.0	3.7	-0.1	-4.4	-8.2	15.5	-0.1
O=C1NC(=Nc2ccccc2)SC1Cc1ccccc1 (stereo not given)	nt	-11.2	nt	nt	nt	-2.7	-3.6	0.0
C[C@H](CO)N1C[C@H](C)[C@H](CN(C)C(=O)NC2CCCCC2)Oc2ccc(NS(=O)(=O)c3cn(C)cn3)cc2CC1=O	-4.2	-2.1	3.2	-7.0	5.5	nt	nt	-1.2
C[C@@H]1CN([C@@H](C)CO)C(=O)c2cccc(NC(=O)Nc3ccccc3)c2O[C@H]1CN(C)S(=O)(=O)c1cccs1	nt	-4.7	3.4	0.2	1.6	nt	nt	0.0

# Compound profiles (already shown). Screens in order: RAD54 inh	EWS-Fli block	esBAF inh	E-sel inducer	FN deposition inh	RAD52 anneal inh	S100A4 inh HTS	Xi reactivation
# Record of `C[C@H](CO)N1C[C@H](C)[C@H](CN(C)C(=O)NC2CCCCC2)Oc2ccc(NS(=O)(=O)c3cn(C)cn3)cc2CC1=O` = -4.2	-2.1	3.2	-7.0	5.5	nt	nt	-1.2
# Record of `O=C1NC(=Nc2ccccc2)SC1Cc1ccccc1` (stereo not given) = nt	-11.2	nt	nt	nt	-2.7	-3.6	0.0
# Record of `Cc1cccc(Cn2nc(C(C)(C)C)cc2C(=O)Nc2ccc(F)cc2)c1` = -7.0	-47.8	nt	nt	-5.8	-11.1	1.0	0.1
# Record of `O=C(NCC1CCCO1)c1cc2nc(-c3ccco3)cc(C(F)(F)Cl)n2n1` (stereo not given) = 1.9	6.7	-1.1	nt	-16.7	-35.9	-1.8	0.0
# Record of `C[C@H]1CN([C@@H](C)CO)S(=O)(=O)c2ccc(Br)cc2O[C@@H]1CN(C)Cc1ccccc1` = 3.9&-3.6&-23.2	-3.1&3.1&-6.3	2.0&-1.1&-3.8	0.0&-0.2	2.5	-5.8&6.6&12.2	1.4&12.3&-7.4	-0.3&-0.1

# Next part
Molecule	RAD54 inh	EWS-Fli block	esBAF inh	E-sel inducer	FN deposition inh	RAD52 anneal inh	S100A4 inh HTS	Xi reactivation
CN(CC(=O)Nc1ccccc1C(F)(F)F)C(=O)c1ccccc1Sc1ccccc1C#N	-7.0	-5.0	0.2	nt	-0.7	-10.7	1.0	0.0
O=C1NC(Cc2ccccc2)c2nc3cc(F)ccc3c(=O)n2-c2ccc(Cl)cc21 (stereo not given)	nt	-0.1	nt	-0.5	18.3	-15.7	2.5	0.0
CN(C)c1ccc2c(c1)[C@@H]1C[C@@H](CC(=O)NCCN3CCCCC3)O[C@H](CO)[C@@H]1O2	55.3*	-1.0	-3.8	0.1	nt	31.6	-6.9	0.2
Cc1nc2ccccc2c2oc(C(=O)NCCCN3CCC(C)CC3)cc12	55.2*	-12.6	1.8	nt	-4.8	24.5	43.1	-0.1
N=C1S/C(=C\c2ccc(-c3ccccc3C(=O)O)o2)C(=O)N1c1ccc2c(c1)OCO2	nt	-2.6	nt	nt	-12.7	-122.1	3.9	0.0
CC(C)Oc1ccc(CCc2n[nH]c(=S)n2-c2ccccc2)cc1	-3.8	1.1	-1.0	-0.7	-5.2	-25.2	1.1	0.5
Cc1ccc(S(=O)(=O)N(C)C[C@H]2Oc3c(NC(=O)Nc4ccc(C(F)(F)F)cc4)cccc3C(=O)N([C@H](C)CO)C[C@@H]2C)cc1	6.7	-9.8	4.7	0.7	nt	10.5	8.0	0.1
Cc1ccccc1C(=O)NCCCNC(=O)c1cnccn1	-9.3	4.4	-2.5	0.2	4.3	-11.7	3.4	0.2
O=C(Cc1ccccn1)c1ccncc1	6.1	-9.1	4.0	0.0	-12.4	-5.5	6.4	-0.2
C[C@H]1CN([C@@H](C)CO)C(=O)c2cccc(N(C)C)c2O[C@@H]1CN(C)C(=O)Nc1ccc2c(c1)OCO2	6.2	-10.2	-8.0	0.1	10.8	-18.3	-4.9	0.5
COc1cccc(NC(=O)COC(=O)CC(NC(N)=O)c2ccc(Cl)cc2)c1 (stereo not given)	nt	0.8	nt	-0.3	-5.1	-9.3	-4.7	0.0
Cc1onc(-c2ccccc2)c1C(=O)Nc1nnc(N(C)Cc2ccccc2)s1	-6.5	-0.9	-2.3	nt	6.1	-11.1	-9.6	-0.1
Cc1ccc(C(=O)Nc2nnc(S(=O)(=O)N3CCN(c4ccc(F)cc4)CC3)s2)cc1	1.3	-12.0	15.5	nt	1.9	1.7	3.5	0.2
COc1cc(C=NNc2ccc(S(=O)(=O)Nc3ccccc3C(=O)O)cc2[N+](=O)[O-])ccc1O	-15.2	-10.6	-9.8	nt	-1.9	-2.1	0.6	-0.2
O=C(NC1CCCCC1)C(c1cccc2ccccc12)n1c(=O)c(-c2cc3ccccc3[nH]2)nc2ccccc21 (stereo not given)	nt	12.6	nt	1.8	1.7	-17.2	2.3	0.1
CCN1CCN(CCc2nc3cc([N+](=O)[O-])ccc3n2C)CC1	-20.6	3.0	7.9	0.1	-1.4	7.7	-39.9	0.1
CCCC(O)C#Cc1cnc2c(c1)C(=O)N([C@H](C)CO)C[C@H](C)[C@H](CN(C)C(=O)Nc1ccc3c(c1)OCO3)O2 (stereo not given in full)	-3.0	0.4	7.9	-0.3	-24.3	-7.8	-11.5	2.7
COc1ccccc1CNC(=O)COc1ccc(Br)c(C)c1	2.9	-1.7	-0.7	nt	-10.1	1.0	-2.5	0.0
CC(C)NC(=O)N(C)C[C@H]1OCCCC[C@H](C)Oc2ccc(NS(=O)(=O)c3ccccc3)cc2C(=O)N([C@@H](C)CO)C[C@@H]1C	-2.1	9.4	2.1	0.3	nt	1.4	14.3	-0.7
COc1cc(C#Cc2ccc3cc(C(C)(C)O)oc(=O)c3c2)cc(OC)c1	11.2	-36.9	31.0	0.8	-0.2	-1.3	-3.3	0.4
O=C(NC1CCCCC1)C(c1ccc(F)cc1)N(Cc1ccco1)C(=O)c1ccccn1 (stereo not given)	nt	-2.7	nt	nt	1.4	-22.1	-6.4	0.0
CCOC(=O)C1=CCN(S(=O)(=O)c2cccc(Cl)c2)C1c1ccc(F)cc1 (stereo not given)	-4.8	-15.2	-2.1	-1.2	1.7	-4.8	-3.2	0.0
COC(=O)C1CCc2c(ccc3c2CCCC3)C1=O (stereo not given)	-3.2	-1.5	59.9*	nt	5.7	6.8	-0.1	0.0
COc1ccc(NC(=O)N(C)C[C@H]2OCCCC[C@@H](C)Oc3ccc(NC(=O)Cc4ccccc4)cc3C(=O)N([C@H](C)CO)C[C@@H]2C)cc1	-4.4	-25.6	-3.4	-0.1	nt	17.3	5.9	0.1
CCCCCCc1cc2cc(S(=O)(=O)c3ccc(F)cc3)c(=O)oc2cc1O	1.4	5.9	nt	nt	-3.4	-22.0	-2.8	0.1
Cc1ccc(N2CCN(/N=C/c3cccnc3)CC2)cc1	-8.7	-17.1	5.8	-0.2	2.0	-4.5	0.6	0.0
C[C@]12C(=O)N(c3cccc(Cl)c3)C(=O)N1[C@@H]1c3ccccc3OC[C@@H]1[C@H]2c1ccccc1	-1.3	-2.4	0.6	0.7	1.0	-5.9	23.8	-0.1
COc1ccc(CCNC(=O)C2CC3Cn4c(nc5cc(Cl)c(Cl)cc54)C3N2C)cc1 (stereo not given)	5.7	2.3	-4.7	-0.1	1.7	-21.3	24.4	0.0
COc1cccc(CC(NC(C)=O)C(=O)NC2CCN(C(=O)c3ccncc3)CC2)c1OC (stereo not given)	2.2	-1.2	-1.5	0.1	-0.2	-1.1	-4.8	0.4
O=C(NN=Cc1ccccc1C(=O)O)C(=O)NN=Cc1ccccc1C(=O)O	-7.5	-7.5	-0.8	nt	nt	-14.0	-6.1	0.0
C[C@@H]1CN([C@H](C)CO)C(=O)c2cccc(NC(=O)Nc3ccc4c(c3)OCO4)c2O[C@@H]1CN(C)Cc1ccc(Oc2ccccc2)cc1	-16.2	-1.1	-4.3	0.0	nt	3.5	2.6	-0.1
N#C[C@H]1[C@@H](c2ccc(C#CCC3CCCC3)cc2)[C@H](CO)N1C(=O)CN1CCOCC1	0.0	-7.2	2.1	-0.2	4.9	-23.7	-2.7	-0.2
O=c1[nH]c2c(=O)[nH]cnc2nc1-c1ccccc1	nt	8.2	nt	10.0	3.7	-25.6	-0.1	0.0
COc1ccc(C(=O)C2CCCN(C(=O)c3ccc(OC)o3)C2)c(C)c1 (stereo not given)	0.6	-1.7	nt	nt	14.8	4.5	-28.0	0.0
COc1ccc(S(=O)(=O)N(C)C[C@H]2Oc3c(NC(=O)C4CCOCC4)cccc3C(=O)N([C@@H](C)CO)C[C@@H]2C)cc1	-1.8	-1.1	-2.6	-0.2	-11.2	17.3	7.0	-0.6
O=C(Nc1nnc(SCc2cccnc2)s1)C1CC(=O)N(c2ccc(F)cc2)C1 (stereo not given)	0.8	-0.3	4.6	nt	9.9	-21.7	-11.9	0.3
O=C(NC(=S)NCCO)c1cn(-c2ccccc2)nc1-c1ccccc1	3.4	-10.8	-4.0	1.2	7.1	-2.9	-6.8	0.0
O=C(Nc1ccc([N+](=O)[O-])cn1)c1cc(-c2cccc(Br)c2)nc2ccccc12	0.5	2.6	nt	nt	-1.5	10.8	5.5	0.0
Cc1noc(C)c1C(=O)N1CCC1(C)C(=O)NS(=O)(=O)c1ccc(F)cc1F (stereo not given)	5.9	5.1	3.2	0.1	2.0	1.2	-3.7	-0.1
COc1ccc(/C=C/CN2CCN(Cc3cccc(OC)c3)C(CCO)C2)cc1 (stereo not given)	nt	-7.1	nt	8.6	-6.2	-3.6	-1.4	-0.2

# High-throughput results from PubChem BioAssay.
